S3 lipid droplet = qHTS Assay for Lipid Storage Modulators in Drosophila S3 Cells. actives 0.64% (n = 320,000). Drosophila S3 cells, BODIPY lipid droplet fluorescence, 18-24 h; cells fed with added oleic acid. lipid storage change, negative = inhibition, % at the top dose, mostly 46.1 µM; hits show Potency in µM; active = well fitted inhibition curve with a large enough effect in the signal ratio, with a control signal flat, not every such curve was filed as active; inconclusive = small, poorly fitted or top-dose-only effect, or effect the other way, or a change in a side signal; the % refers to the signal ratio
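Laser-scanning cytometry quantifies lipid droplet accumulation (500–530 nm total intensity; droplet/cell object ratio) in oleic acid-fed (400 uM added) Drosophila S3 cells treated with a concentration series. 20 uM Triacsin C defined 100% inhibition.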
S3 lipid droplet cell count max = second read-out of S3 lipid droplet, no call of its own (marks repeat the call); cell number change, %; measured here: cell count max response;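 cells counted by Cell Tracker Red CMTPX staining in the red channel; peak over a dose series mostly up to 46.1 µM; percent activity relative to internal control wells on each plate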
* marks the source's active call; other numbers are inactive results; i = inactive; ? = inconclusive; · = no result given; [ ] = dose if it differs, or a comment. % is set by controls: 0 for no effect and ±100 for the full control effect; potency is the fitted concentration of half-maximal effect. This is a subset (hit frequency here may not be typical).

S3 lipid droplet,S3 lipid droplet cell count max,mol
-4%,21,COc1cc(C2c3sc(=O)[nH]c3SC3C4CCC(C4)C23)ccc1O (stereo not given)
-7%,3,O=C(N[C@@H](Cc1ccc(O)cc1)C(=O)O)c1ccc(C(F)(F)F)cc1
?,·,CCc1ccc(OCC(=O)NNC(=O)c2nn(CC)c(=O)c3ccccc23)cc1
?,·,CCC(C)(C)n1nnnc1C(c1ccccc1OC)N1CCN(C(=O)c2ccco2)CC1 (stereo not given)
i,1,COC(=O)c1c(NC(=O)C(=O)NCCCN2CCOCC2)sc2c1CCC2
?,·,CC1CN(C2CCN(S(=O)(=O)Cc3ccccc3)CC2)CC(C)O1 (stereo not given)
?,·,CCn1c(=O)c2cc(C(=O)Nc3ccc(OC)cc3OC)sc2c2ccccc21
12%,·,Cc1cc(Cl)ccc1OC(C)C(=O)Nc1ccccc1N1CCOCC1 (stereo not given)
16%,-3,CCOC(=O)C(=CNc1ccc(Oc2cncc(Cl)c2)nc1)C(=O)OCC
?,·,Cc1nnsc1C(=O)N/N=C/c1c(F)cccc1Cl
?,·,Cc1ccc(C(=O)NCCCc2ccccc2)s1
?,·,Cn1c(CCCNC(=O)c2cccs2)nc2ccccc21
-14%,-8,CCN(C(=O)c1ccc2c(OC)n(CC)nc2c1)c1ccc(OC)cc1
i,·,O=C1CN(c2ccccc2)C(=S)N1C(=O)c1ccc(Br)cc1
?,·,CC(C)(C)NC(=O)c1cnn2c1NC(c1ccc(F)cc1)CC2C(F)(F)F (stereo not given)
?,·,COc1ccc(C)cc1NC(=O)C1CCN(C(=O)c2ccco2)CC1
-12%,0,COc1ccc(NC(=O)CSc2ccc(-c3cccnc3)nn2)c(OC)c1
?,·,Cc1cc(OCC(=O)NCCc2cccc(F)c2)c2c(C)cc(=O)oc2c1
?,·,CCNC(=S)N1CCN(S(=O)(=O)c2ccc(C)cc2)CC1
?,·,CCOc1ccc(-c2c(C(=O)N/N=C/c3ccc(Cl)cc3)nnn2-c2nonc2N)cc1
-7%,·,COc1cc(C(=O)NCCc2ccc(F)cc2)c([N+](=O)[O-])cc1OC
2%[0.0737 µM],·,O=C(c1ccc(NS(=O)(=O)c2ccc3[nH]c(=O)[nH]c3c2)cc1)N1CCCCC1
14%,-1,O=C(CC(=O)Nc1cccnc1)Nc1cccnc1
i,·,O=C(Nc1ccc(S(=O)(=O)Nc2cnc3ccccc3n2)cc1)c1ccc(Br)o1
?,·,CC(C)CNC(=O)COC(=O)CCC(=O)c1ccc(F)cc1
?,·,O=C(CSc1nnc(CNC(=O)c2c(F)cccc2F)o1)NCCc1ccccc1
-13%,-3,O=C(CC1C(=O)NCCN1Cc1c(F)cccc1Cl)NCCCOc1cccnc1 (stereo not given)
?,·,O=C(NC12CC3CC(CC(C3)C1)C2)c1ccc(=O)oc1
i,-3,Cc1cccc(NC(=O)COc2ccc(Br)cc2C)n1
?,·,Nc1nccc(-c2cccs2)n1
8%,13,CN(C)S(=O)(=O)c1cccc(NC(=O)COC(=O)/C=C/c2ccc(Br)o2)c1
i,22,Cc1cccn2c(=O)c3cc(C(=O)N(C)C)n(C)c3nc12
?,·,O=C(CCl)N1CCN(S(=O)(=O)c2ccc3ccccc3c2)CC1
?,·,COc1cc(/C=C2\C(=O)ON=C2c2ccccc2)cc(OC)c1OC
?,·,CC(=O)c1ccc(OCCCC(=O)NCCc2ccc(C(F)(F)F)cc2)cc1
?,·,COc1ccc(CCNC(=O)CC(NC(=O)c2ccccc2Cl)c2ccccc2)cc1 (stereo not given)
3%,7,Cc1cc(F)c(F)c(C(=O)N2CCOCC2)c1Cl
?,·,CCc1nc(Nc2cccc(O)c2)c2oc3ccccc3c2n1
?,·,CCc1ccccc1NNC(=O)CCc1ccccc1
25%,·,CNC(=S)NNc1nc(C)cc(C)n1
i,9,Cc1ccccc1C(=O)NC1CCN(C(=O)Nc2ccc(F)cc2)CC1
?,·,COc1ccccc1N(CC(=O)NCCSCc1cccc(C)c1)S(=O)(=O)c1ccccc1
i,6,Cc1ccc(Sc2c(C)nn(C(=O)c3cccc(S(=O)(=O)N4CCOCC4)c3)c2C)cc1
?,·,Cc1c(C(=O)O)oc2ccc(S(=O)(=O)NC3CCCCCCC3)cc12
i,5,CC(=O)c1cccc(NC(=O)CSc2nnc(C(C)N(C)C)n2Cc2ccccc2)c1 (stereo not given)
i,4,O=C(C1CCN(C2CC(=O)N(c3cccc(Cl)c3)C2=O)CC1)N1CCCC1 (stereo not given)
-8%,0,COc1ccc(C(=O)N2CCCCC2)cc1S(=O)(=O)Nc1cccc(C(=O)O)c1
?,·,Cc1ccc(OCCC(=O)OCC(=O)NC2CCCC2)cc1
?,·,O=C(CCC1CCCN(C(=O)c2ccc3cc[nH]c3c2)C1)N1CCN(c2ccccn2)CC1 (stereo not given)
?,·,COCCN1Cc2cccc(C(=O)NCc3ccccc3OC)c2C1=O
12%,·,Cc1ccnc(N2CCC(C(=O)NC3CCCCCC3)CC2)n1
17%,5,CC(C)n1cnc2c(NCc3ccccc3)nc(NCc3ccccc3)nc21
12%,-12,COc1cc(SC)ccc1C(=O)NCCOc1ccc(C)c(C)c1
i,-4,N=c1c(C(=O)NCc2ccco2)cc2c(=O)n3ccccc3nc2n1Cc1ccccc1
?,·,O=C(NCc1ccc(Cl)cc1)C1CCN(S(=O)(=O)c2cccs2)CC1
-27%,-23,O=C(Nc1ccccc1C(=O)NC(Cc1ccccc1)C(=O)O)c1ccco1 (stereo not given)

Remaining list, next part:
S3 lipid droplet,S3 lipid droplet cell count max,mol
i,·,Cc1cccc(CCNC(=O)C2CCN(S(=O)(=O)c3cccc4nsnc34)CC2)c1
?,·,CCC(C)NCCOc1ccccc1C (stereo not given)
2%,-6,Cc1sc2ncnc(SCC(=O)NC(C)C(C)C)c2c1C (stereo not given)
21%,17,CCC/C(O)=C1\C(=O)CC(C)(C)CC1=Nc1ccc(OC)cc1
?,·,O=C(COc1ccc(Br)cc1)N/N=C1\SCC(=O)N1c1ccc(F)cc1
i,·,CC(=O)Nc1nnc(-c2ccco2)o1
?,·,Cc1cc(-c2nnc(SCC(=O)Nc3ccc(S(N)(=O)=O)cc3)n2N)n[nH]1
0%,8,CCN(CC)C(=O)CC(c1ccc(F)cc1)c1ccc(OC)cc1 (stereo not given)
i,·,COc1ccccc1CNC(=O)CCNC(=O)Cn1ccc2ccccc2c1=O
3%,0,CC(C)C(=O)N1N=C(c2ccc(NS(C)(=O)=O)cc2)CC1c1cccs1 (stereo not given)
12%,-20,NCc1cccc(-n2cccn2)c1
?,·,COc1cc(/C=C/[N+](=O)[O-])ccc1OCc1cccc(C(=O)O)c1
?,·,Clc1ccc(CSc2ncn[nH]2)cc1
25%,·,CC(=O)c1sc(NC(=O)C2CCN(c3ncnc4sc(C)c(C)c34)CC2)nc1-c1ccccc1
?,·,CCOC(=O)Cc1csc(NC(=O)Nc2cccc(Cl)c2)n1
?,·,CC1C(=O)N2CCCc3cc(NC(=O)C(=O)NCCCc4ccccc4)cc1c32 (stereo not given)

Next section, starting with the last four of the part before.
S3 lipid droplet,S3 lipid droplet cell count max,mol
?,·,Clc1ccc(CSc2ncn[nH]2)cc1
25%,·,CC(=O)c1sc(NC(=O)C2CCN(c3ncnc4sc(C)c(C)c34)CC2)nc1-c1ccccc1
?,·,CCOC(=O)Cc1csc(NC(=O)Nc2cccc(Cl)c2)n1
?,·,CC1C(=O)N2CCCc3cc(NC(=O)C(=O)NCCCc4ccccc4)cc1c32 (stereo not given)
1.5µM*,-30*,COc1ccc(S(=O)(=O)Oc2ccccc2C(=S)N2CCOCC2)cc1
1%,-1,Cc1cccc(Nc2nc(N)nc(CSC(=S)N3CCOCC3)n2)c1
-1%,0,O=C(CN1C(=O)NC2(CCCC2)C1=O)N1CCN(Cc2ccccc2)CC1
i,20,COc1ccc(CNCc2ccncc2)c(OC)c1
?,·,O=C(Nc1cccc(-c2cn3ccccc3n2)c1)c1cc2ccccc2oc1=O
-5%,6,COc1cccc(OCC(=O)Nc2ccccc2NC(C)=O)c1
?,·,C/C(=N\NC(=O)CN(c1ccccc1)S(=O)(=O)c1ccccc1[N+](=O)[O-])C(C)(C)C
?,·,CCOC(=O)N1CCN(S(=O)(=O)c2ccc(F)cc2)CC1

An excerpt from above in order of length of the SMILES, low to high.
S3 lipid droplet,S3 lipid droplet cell count max,mol
1%,-1,Cc1cccc(Nc2nc(N)nc(CSC(=S)N3CCOCC3)n2)c1
1.5µM*,-30*,COc1ccc(S(=O)(=O)Oc2ccccc2C(=S)N2CCOCC2)cc1
-1%,0,O=C(CN1C(=O)NC2(CCCC2)C1=O)N1CCN(Cc2ccccc2)CC1

Some of the entries so far, field by field.
COCCN1Cc2cccc(C(=O)NCc3ccccc3OC)c2C1=O
  S3 lipid droplet = ? | S3 lipid droplet cell count max = ·
O=C(C1CCN(C2CC(=O)N(c3cccc(Cl)c3)C2=O)CC1)N1CCCC1 (stereo not given)
  S3 lipid droplet = i | S3 lipid droplet cell count max = 4

Next section.
S3 lipid droplet,S3 lipid droplet cell count max,mol
18%,·,COc1ccc(NC(=S)NNC(=O)CNc2ccc(Cl)cc2)cc1
?,·,COC(=O)CSc1ncc(C#N)c(N)n1
?,·,c1ccc(-c2ccccc2OCCN2CCOCC2)cc1
-14%,1,CCC(c1nnnn1C(C)C)N1CCN(C2CCCC2)CC1 (stereo not given)
?,·,CCc1nc(N2CCC(C)CC2)c2oc3ccccc3c2n1
?,·,COC(=O)C1=C(C)N(Cc2ccccc2)C(=NCc2cc(OC)c(OC)c(OC)c2)N[C@H]1CCc1ccccc1
i,·,O=C(CNC(=S)N(CCCN1CCOCC1)Cc1cccs1)NCc1ccccc1
?,·,CCC1(c2ccccc2)NC(=O)N(CC(=O)Nc2ccc(S(=O)(=O)NC3=NCCCCC3)cc2)C1=O (stereo not given)
-6%,2,CC(CP(=O)(O)O)NC(=O)Cc1ccccc1 (stereo not given)
?,·,COc1ccc(/C=N/Nc2nc(Nc3ccccc3)nc(N3CCCCC3)n2)c(OC)c1
?,·,COc1ccc(CC/C(C)=N\NC(N)=O)cc1
?,·,COc1ccc(C(=O)OCC(=O)NCCN2C(=O)CSC2=O)cc1
?,·,CCc1noc(C)c1C(=O)Nc1ccc(C)c(S(=O)(=O)N2CCCCCC2)c1
-23%,-11,Cc1cccc(NS(=O)(=O)c2cc3c(cc2C)NC(=O)CO3)c1
i,·,CCN(C1CCCCC1)S(=O)(=O)c1ccc(S(=O)(=O)N(CC(=O)Nc2ccccc2)C2CC2)cc1
?,·,CC(C)c1cc(Br)ccc1OCCCN1C(=O)NC(C)(C)C1=O
i,2,CCn1c(=O)c2ccccc2n2c(SCC(N)=O)nnc12
?,·,CCOc1cnc(-c2ccc(OC)cc2)o1
i,·,S=c1sc2c(N3CCN(Cc4ccccc4)CC3)ncnc2n1-c1ccccc1
?,·,COc1ccc2[nH]cc(/C=C/C(=O)c3ccccc3)c2c1
4%,2,COC(=O)Cn1c(=NC(=O)CSCC(=O)Nc2cc(C)on2)sc2cc(C(=O)OC)ccc21
?,·,O=C(O)c1cc(S(=O)(=O)O)ccc1O
-3%,15,Cc1ccc(NC(=O)CCn2nc([N+](=O)[O-])cc2C)nc1
?,·,Nc1cc(F)ccc1N1CCCCCC1
i,16,CC(=O)N1CCC(C(=O)NCCOc2cccc(C)c2)CC1
3%,-20,Cc1ccccc1-c1ccc(Nc2ccc(N3CCOCC3)cc2)nn1
?,·,COc1cc(/C=C/C(=O)NC(=O)c2ccccc2O)ccc1O
?,·,Cc1ccc(S(=O)(=O)NCC(=O)NCC(=O)NCCc2ccccc2F)cc1C
?,·,O=C(OCc1nnc(-c2ccc(Cl)cc2)o1)c1ccncc1
-11%,·,CCN1CCN(C(=O)COCc2cc(-c3ccc4c(c3)OCO4)on2)CC1
i,21,Cc1c(C=O)c2ccccc2n1CCOc1ccccc1F
?,·,Cc1cccc(OCCCCn2c(CO)nc3ccccc32)c1
?,·,N#CC1=C(N)OC(c2ccccc2)=C(C#N)C1c1ccc2c(c1)OCO2 (stereo not given)
?,·,CN1C(=O)/C(=C/c2ccco2)SC1=Nc1cccc(C(=O)O)c1
?,·,COc1ccc(-n2c(-c3ccc(Br)cc3)c[n+]3c2CCC3)cc1
?,·,Cc1ccc(-c2cc(C(=O)NCCCN3CCOCC3)c3ccccc3n2)cc1
?,·,O=C1c2ccc(-c3ccc(F)cc3OCc3ccccc3)cc2S(=O)(=O)c2cccc(C(=O)N3CCCC3)c21
-14%,-1,O=C(/C=N/O)NCCCN1CCOCC1
?,·,NC(=O)c1ccc(-n2nnnc2SCC(=O)Nc2ccccc2F)cc1
15%,10,OCC1CCCCN1CC(O)COC(c1ccc(F)cc1)c1ccc(F)cc1 (stereo not given)
?,·,COc1ccc(OCC(=O)Nc2c(C(=O)N(CCN(C)C)Cc3ccco3)oc3ccccc23)cc1
?,·,S=c1[nH]nc(-c2ccncc2)n1/N=C/c1cn(-c2ccccc2)nc1-c1ccccc1
i,8,O=C1C(=O)N(CCCN2CCOCC2)C(c2ccc(Cl)cc2)/C1=C(\O)c1ccc2c(c1)OCCO2 (stereo not given)
i,·,O=C(N=C1SC2CS(=O)(=O)CC2N1c1ccc(F)cc1)C1CCCCC1 (stereo not given)
?,·,CCOc1cc(S(=O)(=O)n2nc(C)cc2C)ccc1F
?,·,CCN(C(=O)CN1C(=O)S/C(=C\c2ccc(Cl)cc2)C1=O)C1CCS(=O)(=O)C1 (stereo not given)
-2%,-9,Cn1c(=O)oc2cc(S(=O)(=O)NC3CCN(Cc4ccccc4)CC3)ccc21

Screening data deposited in PubChem by National Center for Advancing Translational Sciences (NCATS).
